Wnt bcat act: activators of Wnt/beta-catenin signaling; Wnt/beta-catenin reporter cell assay, activator, plate reader; activation, % at 9.35 µM; 300,000 tested, 1.2% active; AID 743398; in the data active = activation above about 30%, passing the limit was not always enough; inconclusive = no clear call, values can overlap the other calls;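 also: 0% = neutral control wells and 100% = positive control wells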
CAL PDZ FP-1: inhibitors of human CAL PDZ peptide binding; Q9HD26; purified CAL PDZ, TMR-peptide fluorescence polarization, 1 h; inhibition, % at 24.9 µM; 300,000 tested, 0.92% active; AID 602252;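 active = mean inhibition of at least 30% with at least half of replicates also reaching 30%; inconclusive = no clear call, values can overlap the other calls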;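 also: 0% = DMSO neutral control and 100% = excess unlabeled competitor peptide PRC23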
CAL PDZ FP-2: inhibitors of human CAL PDZ peptide binding | AID 504414 | 330,000 tested, 0.02% active | Q9HD26 | inhibition, % at 20 µM | purified CAL PDZ, TMR-peptide fluorescence polarization, 1 h;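 active = highest replicate inhibition of at least 40%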;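 also: plate controls were DMSO neutral control wells for no effect and unlabeled competitor peptide control wells for full effect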
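Assay system – tagged CAL PDZ protein CerCALP, purified · Timing – 1 h at RT · Compound – single point, 20 µM · Measured by – fluorescence polarization from S- and P-plane intensities, G-factor corrected · Evaluation – inhibition from polarization loss · Probe or stimulus – TMR reporter peptide T*-PRC34 · Buffer or medium – pH 7.4 phosphate-saline buffer, reducing agent, detergent, IgG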
SR-BI uptake up: enhances SR-BI lipid uptake from DiI-HDL; CHO ldlA[mSR-BI] cells, DiI-HDL uptake fluorescence, 3 h; 100 = double the neutral-control signal; activation, % at 12.5 µM; 320,000 tested, 0.096% active;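 active = mean replicate activation of at least 60% and every replicate at or above 60%; inconclusive = mean or all-replicate condition met, but not both; inactive = mean below 60% and not all replicates reaching 60%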;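 also: 0% = median plate neutral-control signal and 100% = twice that signal; values of inactives mirror those of a sister screen read the other way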
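Test system: SR-BI-overexpressing, LDLR-lacking CHO cells; Also added: labelled HDL, 10 µg/mL; Measured by: bottom-read cell fluorescence after medium removal, ex 550/em 595 nm; Timing: 3 h uptake period with compound, 37 °C; Buffer or medium: F12, 0.5% BSA, 25 mM HEPES; Doses: single compound concentration, delivered by pin transfer.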
phage Ecoli inh: E. coli growth loss with phage present | growth absorbance | inhibition, % at 11.9 µM | 360,000 tested, 0.26% active; in the data active = inhibition above about 11%
AddAB inh: less growth of phage-infected E. coli with AddAB; 330,000 tested, 0.29% active; inhibition, % at 11.9 µM; E. coli expressing H. pylori AddAB, absorbance growth; AID 435030; in the data active = inhibition above about 12%;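 also: 0% = vehicle wells of infected cells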
MITF act: activators of MITF-driven TRPM1 promoter activity in SK-MEL-5 cells; SK-MEL-5 TRPM1-promoter luciferase, 24 h; % of positive control, neutral wells = 0; activation, % at 12.5 µM; 300,000 tested, 0.75% active; AID 588334;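 active = mean activation of at least 80% with every replicate also reaching 80%; inconclusive = mean reaches 80% but some replicate falls short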;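 also: 0% = neutral control wells and 100% = parthenolide positive control wells; values of inactives mirror those of a sister screen read the other way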
Ecoli viability: reduces bacterial viability in AddAB counter-screen; E. coli V3065 growth, OD600 absorbance, 18 h; 330,000 tested, 0.27% active; AID 449728; inhibition, % at 11.9 µM;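 active = inhibition above the campaign's mean inhibition across all tested compounds plus 3 SD, cut at about 9.9% in these data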;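 also: uninfected addAB+ strain grown without phage in ampicillin broth; 0% = DMSO wells and 100% = ciprofloxacin 0.95 µg/ml wells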
Tat transport: blocks Tat-dependent protein export in E. coli; E. coli MC4100 TorA-mCherry Tat export, fluorescence; inhibition, % at 10 µM; 340,000 tested, 0.036% active;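 active = mean replicate inhibition at least 50% and at least half of replicates individually reaching 50%; inconclusive = only one of the two criteria met; inactive = neither criterion met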;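 also: exported cargo escapes ClpAP degradation while cytoplasmic cargo is degraded and loses fluorescence; 0% = median of neutral control wells and 100% = median of NaSCN control wells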
SR-BI HDL uptake: mouse SR-BI HDL lipid transfer inhibition. Q61009. ldlA[mSR-BI] CHO cells, DiI-HDL uptake fluorescence, 3 h. inhibition, % at 12.5 µM. 320,000 tested, 0.96% active;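 active = mean replicate inhibition of at least 70% and a set share of replicates each scoring 70 or more; inconclusive = meets just one of the two criteria; inactive = fails both criteria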;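 also: 0% = median of neutral control wells and 100% = median of positive control wells; values of inactives mirror those of a sister screen read the other way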
Target sequence (Q61009 whole entry, looked up): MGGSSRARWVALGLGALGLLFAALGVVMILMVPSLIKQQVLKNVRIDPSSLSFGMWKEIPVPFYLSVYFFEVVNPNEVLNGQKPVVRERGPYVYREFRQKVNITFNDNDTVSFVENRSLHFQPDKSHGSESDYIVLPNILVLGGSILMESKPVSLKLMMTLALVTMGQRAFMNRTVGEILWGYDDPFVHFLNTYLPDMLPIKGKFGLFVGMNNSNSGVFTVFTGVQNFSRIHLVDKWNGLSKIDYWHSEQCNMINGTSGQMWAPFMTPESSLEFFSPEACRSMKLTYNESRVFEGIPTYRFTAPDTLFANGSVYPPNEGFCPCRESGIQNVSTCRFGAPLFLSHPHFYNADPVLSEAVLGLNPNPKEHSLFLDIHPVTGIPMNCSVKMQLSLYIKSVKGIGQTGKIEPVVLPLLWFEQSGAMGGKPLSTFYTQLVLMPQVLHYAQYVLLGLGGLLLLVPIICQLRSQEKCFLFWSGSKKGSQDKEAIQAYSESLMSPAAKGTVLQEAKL
The depositor's hits bear a star; ? = inconclusive; nt = not tested or not shown.

SMILES	Wnt bcat act	CAL PDZ FP-1	CAL PDZ FP-2	SR-BI uptake up	phage Ecoli inh	AddAB inh	MITF act	Ecoli viability	Tat transport	SR-BI HDL uptake
O=C(NCC(c1ccco1)N1CCc2ccccc2C1)c1ccccc1 (centres undefined)	3	-6	-1.7	25	2.2	1.6	9	0.8	0	-25
Cc1[nH]c2ccc(C(=O)NCC(C)(C)N3CCOCC3)cc2c1C	-7	-8	nt	-38	2.9	1.9	11	1.6	0	38
COC(=O)c1c(C)oc(C)c1S(=O)(=O)N(Cc1ccccc1)C(C)C	1	nt	nt	nt	2.3	-3.2	nt	-0.2	nt	nt
CC(C)c1nnc(NC(=O)CCC2CCCCC2)s1	2	-6	0.4	-16	0.2	4.5	nt	0.5	0	16
CN(CCc1ccccc1)C(=O)c1cccc(NC(=O)Cc2ccc([N+](=O)[O-])cc2)c1	-5	1	-0.9	11	2.1	1.8	6	2.2	-46	-11
O=C(CSc1ccccc1)N1CCc2ccccc21	-4	0	-1.2	1	-3.9	3.2	50	-2.1	-4	-1
CCc1nnc(NC(=O)C(=O)NCCOC(=O)c2ccccc2Cl)s1	nt	-1	0.5	8	0.3	1.3	-6	-2.0	-6	-8
NC(=O)Cn1nc([N+](=O)[O-])nc1Oc1ccc(Br)cc1	0	-2	-1.0	-14	2.4	2.9	-14	-1.7	-11	14
Cc1nc(SCC(=O)c2cc3ccccc3oc2=O)c(C#N)c(-c2cccs2)c1C(=O)Nc1ccccc1	-5	nt	-0.5	-36	1.8	-0.9	-18	-0.6	13	36
O=S(=O)(Nc1ncccn1)c1ccc(NC(=S)Nc2ccc(Cl)cc2)cc1	6	-1	-0.5	nt	11*	7.2	6	5.8	22	nt
CCOc1ccc2oc(C(=O)OC(C(=O)NC(N)=O)C(C)C)c(C)c2c1 (centres undefined)	8	4	-0.8	-19	1.8	-1.6	9	2.5	2	19
Cc1ccc(C)c(NC(=O)CN2C(=O)c3ccccc3C2=O)c1	0	nt	nt	nt	0.6	5.3	nt	1.2	nt	nt
CCOC(=O)c1sc(NC(C)=O)cc1C	2	nt	0.1	3	3.1	1.9	1	0.7	23	-3
COc1cc2c(cc1OC)CN(CCC(=O)c1ccc(Br)cc1)CC2	0	7	-2.7	15	1.7	-1.0	-7	1.6	-8	-15
COc1ccc(N2CCN(C(=O)C3CCCN(S(=O)(=O)c4cccc5cccnc45)C3)CC2)cc1 (centres undefined)	0	1	0.6	-3	2.7	2.6	-31	-1.2	?	3
Cc1ccc(-c2nn3c(C)nnc3s2)cc1NC(=O)c1ccc(OC(C)C)cc1	2	-4	0.0	-59	0.9	1.8	8	0.3	-4	59
CC12CN3CCN(CC(C3)/C1=N/N=C/c1cccc([N+](=O)[O-])c1)C2	0	-7	-0.8	7	4.2	1.5	-3	1.9	4	-7
O=C(COc1ccc(Cl)cc1)OCc1csc(Nc2ccccc2)n1	nt	-3	-1.7	9	1.2	2.4	0	-1.7	-8	-9
CC1(C)Cc2cccc(OCC(=O)OCc3nnc(-c4ccc([N+](=O)[O-])cc4)o3)c2O1	0	nt	-1.3	8	2.0	1.3	-8	-0.8	-3	-8
Cn1cc(CNCc2ccc(OC(F)(F)F)cc2)c(-c2ccc3c(c2)OCCO3)n1	-3	3	-0.9	nt	1.7	-2.0	10	1.6	2	nt
O=C(c1ccc(CN2CCc3ccccc3C2)cc1)N1CCc2ccccc2C1	0	-2	-0.4	-1	2.0	2.0	9	-0.2	0	1
CN(Cc1ccccc1)C(=O)CCc1ccccc1	nt	-1	0.8	47	1.1	5.3	12	0.9	-4	-47
Oc1ccc(-c2[nH]nc(-c3ccccc3)c2-c2nc3ccccc3[nH]2)cc1	nt	-1	-0.3	20	0.9	-2.6	-4	0.1	1	-20
COC(=O)c1cccc2c1NC(=O)C2=O	-2	-2	0.2	6	-0.5	-2.0	nt	-3.3	-14	-6
COc1ccc(Cn2nnnc2CN2CCC(O)(c3ccccc3F)CC2)cc1	-1	-7	0.1	11	0.9	2.7	-6	0.4	-4	-11
Fc1cnc(N2CCOCC2)nc1N1CCc2ccccc21	nt	-2	-0.6	-36	1.6	5.0	49	1.2	2	36
COc1ccc(NC(=O)Nc2ccncc2)c(OC)c1	-1	nt	-0.3	-5	3.3	2.2	7	1.7	6	5
C/C(=N\NC(=O)c1ccccc1O)c1ccc(NC(=O)c2ccccc2)cc1	15	-1	-2.2	-6	2.1	nt	56	nt	2	6
COc1cccc(/C=N/NC(=O)c2cccs2)c1	40*	-3	-1.3	0	5.0	0.0	nt	1.5	-8	0
Cc1cc(C)cc(NS(=O)(=O)c2ccc3oc(=O)ccc3c2)c1	nt	1	-0.3	4	2.4	0.2	-6	2.3	-3	-4
CCN1CCN(CC(O)COCCOc2ccc(Br)cc2)CC1 (centres undefined)	nt	-1	-2.2	-2	4.2	2.9	5	-0.8	-1	2
CCC(CC)NC(=O)c1nn(Cc2ccccc2)c(=O)c2ccccc12	-2	5	0.3	nt	-0.7	0.7	-13	-1.9	2	nt
O=C(NCCCNC(=O)c1ccc(-c2cccc(Cl)c2)o1)c1cnccn1	-1	nt	-1.0	nt	0.5	2.1	-1	0.8	3	nt
Cc1c(C(=O)Oc2ccc(-c3cnc4ccccc4n3)cc2)cccc1[N+](=O)[O-]	nt	3	-2.3	-45	0.6	2.6	65	0.6	-13	45
Cc1ccc(S(=O)(=O)N2CCC(C(=O)NCC3CCCO3)CC2)cc1 (centres undefined)	nt	nt	-1.0	6	3.9	-1.9	-7	-0.3	-7	-6
CCN1CCN(C(=O)C2CCN(C(=O)c3cc4sccc4n3CC)CC2)CC1	-2	-3	-0.2	-6	2.0	-2.0	nt	-2.7	17	6
CC(C)(C)c1ccc(C(=O)Nc2cccc(S(=O)(=O)NC3=NCCC3)c2)cc1	19	-7	-2.2	-43	0.1	3.6	55	1.2	5	43
CC(C)(C)c1nc(S(=O)(=O)c2ccc(Cl)cc2)c(N2CCOCC2)o1	-6	-1	0.8	13	3.0	0.9	nt	1.7	9	-13
O=C(CC1C(=O)NCCN1C(=S)Nc1ccccc1)Nc1ccc(F)cc1 (centres undefined)	nt	-1	0.1	8	4.3	-3.3	-12	-1.5	1	-8
O=C(Nc1ccc(Br)c(Br)c1)C1CCCO1 (centres undefined)	6	nt	nt	nt	3.2	3.6	nt	0.9	nt	nt
CN(CCO)c1ccc(-c2n[nH]c(=O)c3ccccc23)cc1[N+](=O)[O-]	9	-3	-3.2	-9	1.1	nt	15	nt	1	9
Cc1cccc(C)c1NC(=O)NCc1ccco1	2	-4	-0.3	21	0.2	0.2	5	-0.5	-3	-21
O=C(Nc1ccc(Cl)cn1)c1ccc(COc2ccccc2Br)o1	1	nt	-4.1	5	4.7	1.4	52	1.2	3	-5
O=C(CSc1ccc(-c2ccco2)nn1)NC1CCCCC1	-1	-2	-1.2	-18	0.9	-2.1	6	0.2	-11	18
CS(=O)(=O)N(CC(=O)Nc1ccccc1)c1cccc(Cl)c1Cl	-2	5	-0.3	-4	1.4	-1.6	-2	-2.1	2	4
NC(=O)NC(c1ccc(Cl)cc1)c1ccccc1Cl (centres undefined)	-1	-4	-1.4	nt	-1.4	2.1	-6	-2.7	-5	nt
O=C(Nc1cccc(Cl)c1)c1cnc[nH]1	19	-1	-0.4	-67	0.1	2.6	71	0.7	11	67
CCC(C)NC(=O)CSc1nc2ccccc2c(=O)n1-c1c(C)n(C)n(-c2ccccc2)c1=O (centres undefined)	-2	-6	nt	32	4.6	3.5	-2	-1.8	7	-32
COc1ccc(C(=O)Nc2nncs2)cc1S(=O)(=O)N1CCOCC1	-1	-4	1.2	-3	2.6	-0.4	1	1.3	-12	3
O=C(CCCn1c(=S)[nH]c2cc3c(cc2c1=O)OCO3)N1CCN(c2ccccc2)CC1	nt	-2	-1.5	-14	1.5	1.2	nt	1.5	6	14
O=C(/C=C/c1ccccc1[N+](=O)[O-])Nc1cccc(S(=O)(=O)NC2=NCCCCC2)c1	-4	1	-0.2	nt	0.7	-1.2	-2	-1.1	9	69
CSc1ccc(C(=O)C2CCCN(C(=O)c3ccc(C)nc3)C2)cc1 (centres undefined)	0	nt	-0.3	-7	0.1	0.3	2	0.6	-2	7
O=C(CN(CCc1ccccc1)Cc1ccccc1)Oc1ccccc1P(=O)(O)O	-3	nt	0.4	-13	0.0	-1.8	-1	-4.3	-5	13
CCn1ncc(CN2CCN(C(=O)Nc3ccccc3C(=O)OC)CC2)c1C	nt	-4	-0.3	1	1.9	4.4	nt	0.6	-3	-1
Cc1ccc(N=C/C(C(=O)C(F)(F)F)=C(\O)c2ccco2)cc1Cl	27	2	0.0	-20	1.0	3.2	32	1.1	-5	20
CCOc1ccc(S(=O)(=O)NCCCN2CCOCC2)c2ccccc12	15	-1	0.4	15	2.2	-3.6	7	-1.9	-5	-15
O=C(CN1CCN(C(c2ccccc2)c2ccccc2)CC1)Nc1ccc(N2CCOCC2)cc1	-1	0	-2.7	3	4.5	-1.0	-6	-0.2	-5	-3
CCOc1ccc(NC(=O)C23CC4CC(C2)CC(c2ccccc2)(C4)C3)cc1	nt	-3	-0.3	-38	2.1	0.7	6	-0.4	5	38
COc1ccccc1NC(=O)C1CCCN(c2ncnc3c2nc2n3CCCCC2)C1 (centres undefined)	-2	-3	-0.9	2	2.0	2.1	-13	1.6	3	-2
COc1ccc(OC)c(-c2nn(-c3ccccc3)cc2C(=O)N2CCc3ccccc3C2)c1	-8	-6	-1.2	-4	-0.7	1.2	-34	-0.5	7	4

(cont.)
SMILES	Wnt bcat act	CAL PDZ FP-1	CAL PDZ FP-2	SR-BI uptake up	phage Ecoli inh	AddAB inh	MITF act	Ecoli viability	Tat transport	SR-BI HDL uptake
OC(c1cc(-c2ccc(C(F)(F)F)cc2)nc(C(F)(F)F)c1)C1CCCCN1 (centres undefined)	-6	-4	-1.2	3	7.4	3.2	-98	6.2	12	-3
Cn1c(O)c(N=NC(=O)c2ccco2)c2ccccc21	14	-1	-0.5	-2	5.5	0.4	6	-0.6	0	2
CCCN(C(=O)COC(=O)COc1c(C)cccc1C)c1c(N)n(Cc2ccccc2)c(=O)[nH]c1=O	1	-7	-2.1	-16	0.1	-0.9	2	-0.4	-5	16
Cc1sc(NC(=O)/C=C/c2ccc(C(C)C)cc2)c(C#N)c1C	nt	-1	0.6	-78	3.6	5.3	nt	-0.8	11	78*
CCOC(=O)c1c(C)oc2ccc(OS(C)(=O)=O)cc12	-2	-5	-0.5	8	2.4	0.3	1	-1.4	1	-8
CC(=O)c1ccccc1NS(=O)(=O)c1ccc2c(c1)CC(=O)N2	-2	nt	-0.6	8	2.3	-0.6	-5	-2.1	-2	-8
